Assay outcomes from PubChem BioAssay.
CRFR2-BP antag: blocks CRF-induced signaling of the CRF-BP/CRF-R2 complex. HEK293 CRF-R2/CRF-BP, CRF-induced calcium fluorescence. inhibition, % at 11.8 µM. 0.59% of 350,000 active;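 active = inhibition of the ligand-induced calcium signal above about 50% at the single tested concentration, limit read from the data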
SUMO HTRF inh: blocks human SUMOylation mediated by UBC9; P63279; HTRF SUMOylation assay, SAE1/SAE2 + UBC9, in vitro; inhibition, % at 35 µM; 0.36% of 290,000 active; in the data active = inhibition above about 50%, passing the limit was not always enough; note: strong numbers were not always called active
GalR3 antagonist: blocks the human galanin receptor 3 | 0.44% of 360,000 active | inhibition, % at 3 µM | O60755 | HEK293 GalR3-CNG cAMP membrane potential fluorescence; galR3 body fused to GalR1 C-terminus;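 active = inhibition above the screen-wide average plus 3 SD, cut at about 13% in these data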;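 note: forskolin and galanin both at EC90 stimulate the cells; cAMP rise reported by CNG channel membrane potential dye signal; 0% = forskolin plus galanin with DMSO and 100% = forskolin alone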
VIM-2 inh: blocks Pseudomonas aeruginosa VIM-2 metallo-beta-lactamase; purified VIM-2, nitrocefin hydrolysis, epi-absorbance fluorescence; inhibition, % at 5.6 µM; 0.89% of 290,000 active; AID 1527;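 active = inhibition above the mean of all tested compounds plus 3 SD, cutoff set per screening run, cut at about 7.5% in these data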;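 note: red hydrolysis product quenches plate fluorescence so inhibitors raise well fluorescence; 0% = enzyme with DMSO and 100% = DMSO without enzyme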
IDE cell activ: activators of human insulin-degrading enzyme in cells; P14735; HEK cells, FAbeta-B cleavage, fluorescence polarization; 0% vehicle, 100% cell-free pure enzyme wells; activation, % at 5.96 µM; 0.073% of 340,000 active;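 active = activation above the mean of all tested compounds plus 3 SD, set per screening campaign, cut at about 17% in these data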
Target sequence (P14735 whole entry, looked up): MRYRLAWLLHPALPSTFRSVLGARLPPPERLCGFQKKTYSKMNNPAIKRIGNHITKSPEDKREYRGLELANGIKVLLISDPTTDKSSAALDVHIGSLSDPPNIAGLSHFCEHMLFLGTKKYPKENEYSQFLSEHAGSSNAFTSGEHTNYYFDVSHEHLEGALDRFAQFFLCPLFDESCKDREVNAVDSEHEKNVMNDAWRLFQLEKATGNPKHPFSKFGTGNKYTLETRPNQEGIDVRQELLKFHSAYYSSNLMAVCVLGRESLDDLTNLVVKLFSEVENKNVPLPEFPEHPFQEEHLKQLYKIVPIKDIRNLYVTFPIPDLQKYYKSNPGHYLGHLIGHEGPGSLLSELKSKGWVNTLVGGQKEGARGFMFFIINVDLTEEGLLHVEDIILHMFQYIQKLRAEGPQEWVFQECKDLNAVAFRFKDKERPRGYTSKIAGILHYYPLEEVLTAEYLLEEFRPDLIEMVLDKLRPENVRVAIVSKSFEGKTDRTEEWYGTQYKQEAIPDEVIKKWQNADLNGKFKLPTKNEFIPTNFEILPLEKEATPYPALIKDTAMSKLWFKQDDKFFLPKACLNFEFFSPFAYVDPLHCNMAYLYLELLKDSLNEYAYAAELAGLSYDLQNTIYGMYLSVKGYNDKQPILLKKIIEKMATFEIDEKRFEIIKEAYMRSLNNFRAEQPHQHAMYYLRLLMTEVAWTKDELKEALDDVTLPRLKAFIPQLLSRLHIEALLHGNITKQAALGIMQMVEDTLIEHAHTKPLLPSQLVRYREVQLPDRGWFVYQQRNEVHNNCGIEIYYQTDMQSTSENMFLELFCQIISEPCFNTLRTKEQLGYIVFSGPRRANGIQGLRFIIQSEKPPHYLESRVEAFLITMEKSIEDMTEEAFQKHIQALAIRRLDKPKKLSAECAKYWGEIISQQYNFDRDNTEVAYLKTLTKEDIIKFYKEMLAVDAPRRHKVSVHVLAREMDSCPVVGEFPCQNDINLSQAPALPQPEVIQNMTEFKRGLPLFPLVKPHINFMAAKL
IMP-1 inhibitor: inhibitors of Pseudomonas aeruginosa IMP-1 metallo-beta-lactamase | 0.45% of 290,000 active | purified IMP-1, nitrocefin hydrolysis, epi-absorbance fluorescence | AID 1556 | inhibition, % at 5.6 µM;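 active = inhibition above the mean plus 3 SD of all compounds in the same screening run, cut at about 4.5% in these data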;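 note: 0% = IMP-1 with DMSO and 100% = DMSO wells lacking enzyme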
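System: purified IMP-1 / Input: IMP-1 dispensed at 0.2 nM / Medium: 50 mM HEPES pH 7.1, 50 µM ZnSO4, 0.05% Brij 35 / Timing: 15 min enzyme–compound preincubation, then 25 min nitrocefin reaction, 25 °C / Technique: plate fluorescence quenching by hydrolysis product, ex 480/em 530 nm / Repeats: singlicate testing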
p-CIP stab down: lowers stability of the mouse p/CIP coactivator protein | Q05BA5 | F442A p/CIP-EGFP cells, EGFP fluorescence, 16 h | decrease of EGFP signal, % at 10 µM | 0.01% of 290,000 active;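 active = EGFP signal decrease of at least 30% at 10 µM or well 3 SD below plate mean, unless failing retest; inactive = the rest, including hits failing retest or dose response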; note: some compounds called inactive have numbers as strong as hits; many of its hits are not listed in these tables
NS3 helicase inh: blocks Hepatitis C virus NS3 helicase unwinding | inhibition, % at 10.9 µM | NS3 helicase DNA unwinding, Cy5 molecular beacon fluorescence | 0.56% of 290,000 active;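 active = inhibition above the mean of all tested compounds plus 3 SD, set per campaign, cut at about 35% in these data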;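 note: 0% = DMSO wells and 100% = thioflavine S control wells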
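assay system = NS3 helicase fragment of HCV | buffer or medium = MOPS pH 6.5, MgCl2, DTT, Tween20, BSA | timing = 60 min unwinding reaction at 25 °C after ATP addition | signal = Cy5 beacon fluorescence read at start and 1 h | read-out basis = % inhibition of unwinding | control set = low DMSO, high thioflavine S at 110 µM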
IDE cell inh: inhibitors of human insulin-degrading enzyme in cells. 0.41% of 320,000 active. HEK cells, FAbetaB cleavage, fluorescence polarization. P14735. inhibition, % at 5.59 µM;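 active = percent inhibition above the average of all tested compounds plus 3 SD, set per screening campaign, cut at about 16% in these data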;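 note: IDE supplied by intact live HEK cells; FP after avidin binding of uncleaved biotin substrate so inhibition keeps polarization high; 0% = DMSO wells and 100% = 60 µM reference IDE inhibitor Ii1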
An asterisk follows results filed as active; x = not tested or not shown.

Below each SMILES – CRFR2-BP antag	SUMO HTRF inh	GalR3 antagonist	VIM-2 inh	IDE cell activ	IMP-1 inhibitor	p-CIP stab down	NS3 helicase inh	IDE cell inh
1	COc1ccccc1N1CCN(/N=C/c2ccc([N+](=O)[O-])cc2)CC1
→ -3.5	-26.9	-7.9	-2.8	4.8	-5.8	-9.5	-2.6	x
2	O=C(O)CC(c1cccc(C(F)(F)F)c1)N1CCS(=O)(=O)CC1 (stereo unspecified)
→ -34.8	1.4	-3.7	-1.4	5.5	-1.7	-5.9	-3.4	-1.7
3	CCCn1nc(C(=O)N2CCc3ccccc32)c2ccccc2c1=O
→ 9.0	x	-6.1	x	0.7	x	x	x	1.9
4	COC(=O)CNc1c(-c2ccccn2)nc2ccc(Br)cn12
→ 17.7	-10.3	6.3	-3.0	2.1	-2.1	-14.0	4.9	9.6
5	COc1ccccc1NS(=O)(=O)c1cc(NC(=O)C2CC2)ccc1N1CCOCC1
→ x	-1.7	x	-2.4	x	-2.3	-5.3	3.0	5.4
6	COc1ccc(OC)c(C2CC(=O)Nc3cc(OC)c(OC)c(OC)c32)c1 (stereo unspecified)
→ -0.8	-2.6	-3.0	-5.0	6.2	-1.9	0.9	-1.2	1.9
7	CN(c1ccccc1)S(=O)(=O)c1cccc(NC(=O)CCN2C(=O)C3CCCCC3C2=O)c1 (stereo unspecified)
→ -0.6	4.5	-6.6	-4.2	0.8	-1.6	-6.3	-9.2	0.6
8	Cc1ccccc1N(C(=O)c1csnn1)C(C(=O)NC1CCCC1)c1ccncc1 (stereo unspecified)
→ -5.1	0.3	-7.0	-2.9	1.7	-2.8	0.3	-2.5	1.0
9	Cc1cc2cc(CNC(=O)c3ccc(S(=O)(=O)N4CCCCC4)cc3)ccc2[nH]1
→ -10.7	-18.2	x	-3.9	4.9	-3.1	-11.7	-7.6	3.5
10	O=C(COC(=O)Cc1ccc(Cl)cc1)NCc1ccco1
→ 4.0	x	1.7	x	0.2	x	x	x	1.1
11	COc1cc(CN(CC2CCCO2)C(=O)c2ccco2)cc(OC)c1OC (stereo unspecified)
→ -5.8	x	-8.0	-1.3	4.5	-0.8	0.0	2.3	-0.2
12	O=C(O)C(Cc1ccc(F)cc1)c1ccccc1 (stereo unspecified)
→ 4.3	15.0	-7.4	0.3	0.8	-2.5	3.7	6.9	-1.5
13	CCN(CC)S(=O)(=O)c1ccc(NN=C2CCN(C)CC2)c([N+](=O)[O-])c1
→ -4.3	9.2	4.6	0.7	-0.1	-2.9	8.6	7.8	-6.1
14	CCOc1ccc(N(Cc2ccc(OC)c(OC)c2)C(=O)c2ccco2)cc1
→ 11.5	-16.0	-7.1	-3.6	2.7	-3.5	-1.6	6.0	6.7
15	CC1CCN(C(=S)c2ccccc2O)CC1
→ 14.8	18.1	-3.5	1.1	1.7	-1.7	-12.2	10.3	3.4
16	O=C(Nc1nccs1)c1nc[nH]c1C(=O)N1CCc2ccccc2C1
→ 0.5	x	-5.6	x	4.9	x	x	x	-2.1
17	COc1ccc(CCN2C(=O)NC(NC(=O)CC(C)C)(C(F)(F)F)C2=O)cc1OC (stereo unspecified)
→ 3.5	11.1	10.0	-0.4	0.1	-1.7	-14.6	0.6	-1.6
18	Cc1ccc(NS(=O)(=O)c2ccc(C(=O)N3CCCC(C(F)(F)F)C3)cc2)cc1 (stereo unspecified)
→ -27.6	x	-5.9	x	0.8	x	x	x	12.9
19	CC(=O)NC(CC(=O)Nc1nccs1)c1ccccc1 (stereo unspecified)
→ -0.7	-3.7	-6.2	-1.7	0.8	-1.4	7.4	15.9	5.1
20	COCC(C)NC(=O)C1CC(=O)N(c2ccc(C)cc2)C1 (stereo unspecified)
→ 5.0	-4.1	-2.7	-0.9	-3.8	-1.6	13.8	1.9	-3.5
21	COc1ccc(Nc2nc3ccc(C)cn3c(=O)c2/C=N/O)cc1
→ 6.1	9.5	-2.6	-1.2	-8.4	-2.1	-8.0	-1.8	3.9
22	COc1ccc(C2=NS(=O)(=O)N(C)C(C(=O)NC3CCCC3)=C2)cc1
→ 14.0	15.8	x	-1.2	0.9	-4.6	-2.5	18.4	-2.6
23	CN1CCN(S(=O)C23CC4CC(CC(C4)C2)C3)CC1 (stereo unspecified)
→ -12.9	-3.3	-6.1	-2.5	1.5	-2.0	4.8	5.3	3.8
24	COc1ccccc1C1CCN(C(=O)c2ccc(C(C)(C)C)cc2)CC1
→ 19.6	18.1	-5.4	-0.5	3.0	-1.7	-5.7	-8.8	1.7
25	CC(C)C(=O)N1CCN(c2ccc([N+](=O)[O-])cc2Cl)CC1
→ -0.8	-0.3	-7.3	0.8	3.4	0.1	-10.6	-1.4	0.7
26	c1ccc(Cc2cc[n+](Cc3ccccn3)cc2)cc1
→ 1.3	-0.4	-5.6	-4.0	2.7	-3.0	1.1	5.8	1.9
27	CCOc1ccccc1C(=O)N(CN1CCCC1=O)c1cccc(Cl)c1
→ -17.3	19.3	-1.5	-2.8	-1.2	-1.0	-6.2	1.6	0.5
28	CCN(C(=O)CSc1nnc(C(C)N(C)C)n1-c1ccc(F)cc1)C1CCS(=O)(=O)C1 (stereo unspecified)
→ -1.2	x	-7.8	x	3.8	x	x	x	-5.4
29	COC(=O)c1cc2ccccc2n1Cc1ccc(Cl)nc1
→ 3.7	0.9	-6.7	-0.8	-0.1	-1.3	-4.6	-7.9	-0.9
30	O=C(NCCCN1CCOCC1)C(Sc1ccccc1)c1ccccc1 (stereo unspecified)
→ 35.8	3.0	-2.5	-3.6	1.4	-0.9	-2.3	-0.1	1.0
31	CCN(CC)CCCNC(=O)C1CCN(C(=O)c2oc3cc4sc(N(C)C)nc4cc3c2C)CC1
→ -11.5	41.5	-6.9	7.6	5.2	-0.1	-7.2	-0.5	-1.0
32	CCCn1nc(CC(=O)O)c2ccccc2c1=O
→ 1.3	-3.4	3.8	-3.6	3.0	-2.8	-0.4	0.0	-3.8
33	O=C(NOCc1ccccc1)c1ccc(Cl)cc1Cl
→ -1.1	x	-4.9	x	7.5	x	x	x	2.7
34	CCOC(=O)CSc1nc(-c2ccccn2)ncc1OC
→ -5.6	9.6	-4.2	17.4*	5.9	-5.4	-0.5	10.9	1.9
35	CCCn1c(=S)[nH]c2ccc(C(F)(F)F)cc21
→ 0.8	-5.9	-3.7	-4.1	2.9	-3.5	4.5	-3.0	-1.2
36	Cc1ccc(OCC(=O)NCCCNC(=O)c2ccncc2)cc1C
→ -3.8	12.0	-0.8	0.0	4.0	-1.1	-13.7	-10.9	-16.4
37	Cc1cc2cc(CCNC(=O)c3cccs3)c(=O)[nH]c2cc1C
→ 12.6	14.7	2.0	0.0	1.9	-1.2	-6.7	1.6	3.4
38	COc1cccc(NC(=O)CN2C(=O)COc3ccc(Cl)cc32)c1
→ -8.2	1.6	0.6	-1.9	5.2	-3.0	-8.2	-3.1	0.1
39	O=[N+]([O-])c1cccc(Cl)c1CSc1ccccn1
→ 12.8	20.1	0.7	-1.9	5.3	0.2	-10.3	-17.6	3.1
40	COc1ccc(CCNC(=O)C/C(C)=N/NC(=O)c2ccc(N)cc2)cc1OC
→ 15.5	15.4	-3.0	-4.3	2.3	-3.7	-3.9	1.5	-0.6
41	CCCNC(=O)C(C)n1c2ccccc2c2nc(=O)cc(C)n21 (stereo unspecified)
→ x	5.4	x	-3.8	x	-0.7	-9.6	1.0	x
42	CCOC(=O)C1=C(CSc2nc3c(cc2C#N)CCC3)OC(N)=C(C#N)C1c1ccccc1 (stereo unspecified)
→ -1.4	15.4	-5.8	-1.2	-7.9	0.1	-1.2	9.0	17.4*
43	CCn1c(-c2ccc(N)cc2)nc2ccccc21
→ 7.4	16.4	5.2	-3.8	-1.8	-4.4	-7.3	0.7	-1.6
44	COc1cc2c(cc1OC)C(c1ccc(N(C)C)cc1)NCC2 (stereo unspecified)
→ 9.1	-4.6	-10.6	-2.9	0.7	-0.6	-1.9	-11.2	0.0
45	CC(C)C(NC(=O)c1ccc(F)cc1)C(=O)N1CCN(c2ccccn2)CC1 (stereo unspecified)
→ -5.2	x	-3.4	x	4.8	x	x	x	4.2
46	CC(=O)c1ccc(NC(=O)C(=O)c2cn(CC(=O)N3CCCCC3)c3ccccc23)cc1
→ 0.9	-2.5	-5.2	0.1	4.4	0.7	0.8	-3.3	-2.7
47	CCOC(=O)C1=C(C)NC(=O)CC1c1cc(OC)c(OC)cc1Br (stereo unspecified)
→ -8.1	5.1	-3.9	-2.8	5.3	-2.5	3.7	1.3	5.6
48	Cc1ccc(NC(=O)CC(NCCN2CCOCC2)C(=O)O)cc1Cl (stereo unspecified)
→ 12.0	5.4	-2.4	-4.1	3.6	-3.5	-9.4	4.1	6.9
49	COc1cc(C(=O)NCC2CCCO2)ccc1OCc1ccccc1Cl (stereo unspecified)
→ 0.7	7.6	-0.9	-1.5	3.9	-1.7	4.3	-2.0	-2.0
50	COC(=O)C1CCN(CC(=O)Nc2ccccc2Sc2ccccc2)CC1
→ -2.5	-5.1	-6.2	4.6	2.0	-2.5	4.9	-14.4	6.3
51	C=CCOc1c(Br)cc(/C=N/n2c(CC)n[nH]c2=S)cc1Br
→ -22.1	-0.7	6.2	-0.6	4.1	-1.5	8.5	-8.2	2.2
52	COc1cccc(S(=O)(=O)NCc2ccc(C(=O)Nc3ccc(C)cc3)cc2)c1
→ -9.1	11.2	-4.4	-4.4	-1.4	-3.1	-8.1	-2.6	-2.2
53	O=C(NCc1ccc(Cl)cc1)C1CCN(c2nnc(N3CCCC3=O)s2)CC1
→ 10.7	-5.4	x	1.1	2.7	0.9	-3.1	23.1	-0.6
54	COc1ccc(NC(=O)Nc2ccc3c(c2)C(=O)N([C@H](C)CO)C[C@H](C)[C@@H](CN(C)C(=O)Nc2ccc4c(c2)OCO4)O3)cc1
→ -4.0	x	2.6	x	4.6	x	x	x	-0.7
55	CC(=O)Nc1nnc(CCS(=O)(=O)c2ccc(C)c(C)c2)s1
→ 2.4	7.3	-1.3	-1.0	4.2	-2.7	-11.7	1.1	-1.4
56	CCOC(=O)c1c(NC(=O)Cc2cccs2)sc(C(=O)NC2CCCC2)c1C
→ -3.4	-28.9	-1.7	-1.5	1.9	-1.7	-4.7	0.6	0.8
57	COc1ccc(N2C(=O)[C@H]3[C@@H](C2=O)C2c4ccccc4C=NN2[C@H]3C(=O)C(C)(C)C)cc1 (stereo partly specified)
→ -25.2	7.7	-3.7	2.2	4.5	1.5	-3.4	3.6	5.8
58	COc1ccc(N(CCC#N)C(=O)/C(C#N)=C\c2cccs2)cc1
→ 18.1	0.9	-1.7	-2.0	2.1	-1.5	-2.7	25.2	-6.3
59	CCOc1ccc(NS(=O)(=O)c2ccc(C(=O)N3CCN(c4ncccn4)CC3)cc2)cc1
→ -20.1	-4.6	-7.5	-3.3	0.0	-1.4	-1.9	27.2	-3.8
